Ba/F3 V617F tox: reduced viability of JAK2V617F-dependent Ba/F3 cells, primary screen, JAK2V617F inhibitor project, cell-based, Ba/F3 EpoR-JAK2V617F, luminescence | ATP luminescence | inhibition, % at 5.6 µM | actives 1.1% (n = 220,000);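 active = inhibition above the campaign mean plus 3 SD over all tested compounds, cut at about 24% in these data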;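 also: cytokine-independent growth of Ba/F3 cells driven by EpoR plus mutant JAK2; 0% = DMSO-treated cells and 100% = JAK inhibitor I control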
S1P4 antagonist: S1P4 receptor antagonists, primary screen, cell-based; S1P4-expressing cells, antagonist mode, reporter read-out; inhibition, % at 4.98 µM; actives 0.26% (n = 220,000); AID 1510, 2009; in the data active = inhibition above about 29%;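 also: 0% = wells stimulated with agonist and 100% = vehicle wells without agonist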
NPY-Y1 antag: NPY-Y1 receptor antagonists, primary screen, cell-based. actives 1% (n = 200,000). inhibition, % at 3.6 µM. HEK293-CNG Y1 cells, membrane potential fluorescence; NPY at EC95, then isoproterenol;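 active = inhibition above the campaign mean inhibition of all tested compounds plus 3 SD, cut at about 20% in these data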;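 also: 0% = DMSO wells given NPY plus isoproterenol and 100% = isoproterenol alone without NPY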
Target sequence (P25929 whole entry, looked up): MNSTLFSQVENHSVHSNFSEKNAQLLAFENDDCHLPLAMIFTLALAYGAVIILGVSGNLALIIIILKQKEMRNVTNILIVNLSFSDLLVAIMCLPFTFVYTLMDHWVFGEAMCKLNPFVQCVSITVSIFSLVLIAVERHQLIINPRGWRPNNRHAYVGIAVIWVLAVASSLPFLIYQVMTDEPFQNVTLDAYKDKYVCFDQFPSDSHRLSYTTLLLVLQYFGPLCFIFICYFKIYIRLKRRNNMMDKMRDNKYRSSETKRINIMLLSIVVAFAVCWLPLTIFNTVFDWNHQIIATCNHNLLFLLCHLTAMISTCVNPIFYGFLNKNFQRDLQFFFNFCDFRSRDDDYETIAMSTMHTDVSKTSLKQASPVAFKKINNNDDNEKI
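Test system – HEK293 Y1/CNG channel cell line · Also added – NPY agonist 25 nM, then isoproterenol 1 µM plus Ro 20-1724 25 µM · Compound dosing – one concentration, 3.6 µM, in 0.4% DMSO · Schedule – compound incubation 1 h at room temperature, readout 45 min post-stimulation · Technique – fluorescence, membrane potential probe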
NPY-Y1 PAM-ag: NPY-Y1 receptor potentiators or agonists, primary screen, cell-based | Neuropeptide Y receptor type 1 (Homo sapiens), P25929 | NPY-Y1 expressing cells, potentiator/agonist activation | activation, % at 3.6 µM | actives 0.37% (n = 220,000) | AID 1304, 2008; in the data active = activation above about 33%, passing the limit was not always enough;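 also: cells stimulated with NPY at EC10 then isoproterenol at EC100; 0% = low agonist plus stimulus and 100% = saturating agonist plus stimulus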
NPY2 pot ag: NPY-Y2 potentiators or agonists, primary screen, cell-based; activation, % at 3.6 µM; cells expressing NPY-Y2, potentiator/agonist read-out; actives 0.45% (n = 220,000); AID 1359, 2008; in the data active = activation above about 27%;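 also: cells stimulated with NPY near EC25 plus isoproterenol at EC100; 0% = vehicle plus submaximal agonist and 100% = vehicle plus saturating agonist; some results beyond the cut were filed as inactive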
Target sequence (P49146 whole entry, looked up): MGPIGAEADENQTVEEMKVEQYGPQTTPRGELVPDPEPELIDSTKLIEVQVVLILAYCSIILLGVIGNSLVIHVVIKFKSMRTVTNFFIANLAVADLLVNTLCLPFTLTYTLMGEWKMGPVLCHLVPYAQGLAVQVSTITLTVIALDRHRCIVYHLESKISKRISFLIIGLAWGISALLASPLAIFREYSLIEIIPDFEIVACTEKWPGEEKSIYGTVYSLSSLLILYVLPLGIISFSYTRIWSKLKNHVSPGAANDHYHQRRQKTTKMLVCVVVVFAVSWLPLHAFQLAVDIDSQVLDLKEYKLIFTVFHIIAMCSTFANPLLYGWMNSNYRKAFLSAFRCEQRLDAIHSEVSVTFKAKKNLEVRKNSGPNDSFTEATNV
S1P4 ag: S1P4 receptor agonists, primary screen, cell-based; S1P4-expressing cell line, agonist reporter assay; activation, % at 4.98 µM; actives 0.35% (n = 220,000); AID 1509, 2009; in the data active = activation above about 11%;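 also: 0% = DMSO vehicle and 100% = reference agonist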
RBBP9 inhibitor: human RBBP9 inhibitors, primary screen, biochemical, fluorescence polarization, FP-Rh probe, HTS; Serine hydrolase RBBP9 (Homo sapiens), O75884; recombinant RBBP9; inhibition, % at 7.94 µM; actives 0.2% (n = 220,000);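 active = inhibition above the campaign mean of all tested compounds plus 3 SD, cut at about 14% in these data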;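 also: plate controls were DMSO wells with RBBP9 for no effect and wells lacking RBBP9 protein for full effect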
Target sequence (O75884 whole entry, looked up): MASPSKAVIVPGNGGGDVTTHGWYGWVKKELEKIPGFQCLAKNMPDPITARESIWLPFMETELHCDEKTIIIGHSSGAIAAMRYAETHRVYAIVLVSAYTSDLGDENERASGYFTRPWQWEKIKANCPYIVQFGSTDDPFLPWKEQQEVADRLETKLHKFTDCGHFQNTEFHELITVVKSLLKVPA
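Controls: DMSO-treated enzyme wells and wells lacking RBBP9 | Material: RBBP9 protein | Technique: Fluorescence polarization | Replication: Single well per compound, no replicates | Buffer or medium: Tris-NaCl-Pluronic buffer, pH 8.0 | Timing: 30 min compound preincubation, 45 min probe labeling, 25 °C | Read-out basis: Percent inhibition from mP, scaled between DMSO and no-protein wells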
Runt-CBFb FRET: inhibitors of RUNX1 Runt–CBFb binding, primary screen, biochemical, FRET, Cerulean-Runt, Venus-CBFb, uHTS. Cerulean-Runt/Venus-CBFb FRET ratio 530/480, 1 h. inhibition, % at 20 µM. actives 0.46% (n = 220,000);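 active = inhibition over about 50% at 20 µM in the single-dose screen, limit read from the data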;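 also: 0% = DMSO wells and 100% = excess unlabeled CBFb competitor control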
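test system = Cerulean-Runt domain fusion protein, energy donor | probe or stimulus = Venus-CBFb binding partner, 100 nM | incubation = two 1 h room-temperature incubations shielded from light | detection = fluorescence energy transfer, 422 nm excitation, 530/480 nm emission | measure = loss of energy transfer signal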
BaF3 parental: parental Ba/F3 cell viability inhibition, counter-screen for JAK2V617F inhibitor project, murine pro-B, CellTiter-Glo luminescence; AID 1486, 2009; CellTiter-Glo ATP luminescence; actives 1.1% (n = 220,000); inhibition, % at 5.6 µM;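 active = inhibition above a per-campaign cutoff, the mean inhibition of all tested compounds plus 3 SD, cut at about 27% in these data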;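 also: 0% = DMSO wells and 100% = JAK Inhibitor I control wells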
The depositor's hits bear a star; . = not tested or not shown. This is a random part of the collection, and some 3.6% of all compounds hit somewhere here.

A first look, 3 compounds:
nr | structure | Ba/F3 V617F tox | S1P4 antagonist | NPY-Y1 antag | NPY-Y1 PAM-ag | NPY2 pot ag | S1P4 ag | RBBP9 inhibitor | Runt-CBFb FRET | BaF3 parental
1 | O=C(CN(Cc1ccccc1)S(=O)(=O)c1ccc(F)cc1)NCCC1=CCCCC1 | 0.7 | 0.2 | 7.1 | -9.9 | 6.0 | 0.1 | -7.5 | -4.1 | 2.2
2 | C=CCn1c(SCc2nc3ccccc3c(=O)[nH]2)nc2ccccc2c1=O | -1.2 | 9.3 | 13.8 | -19.8 | -23.5 | -0.9 | -6.0 | 1.2 | 2.3
3 | Cc1nc2cc(NC(=O)N3CCN(c4ccccn4)CC3)ccc2o1 | -2.1 | -23.8 | -2.3 | -19.4 | 17.9 | 0.2 | -4.0 | 1.0 | 3.3

This part in full, from the start:
nr | structure | Ba/F3 V617F tox | S1P4 antagonist | NPY-Y1 antag | NPY-Y1 PAM-ag | NPY2 pot ag | S1P4 ag | RBBP9 inhibitor | Runt-CBFb FRET | BaF3 parental
1 | O=C(CN(Cc1ccccc1)S(=O)(=O)c1ccc(F)cc1)NCCC1=CCCCC1 | 0.7 | 0.2 | 7.1 | -9.9 | 6.0 | 0.1 | -7.5 | -4.1 | 2.2
2 | C=CCn1c(SCc2nc3ccccc3c(=O)[nH]2)nc2ccccc2c1=O | -1.2 | 9.3 | 13.8 | -19.8 | -23.5 | -0.9 | -6.0 | 1.2 | 2.3
3 | Cc1nc2cc(NC(=O)N3CCN(c4ccccn4)CC3)ccc2o1 | -2.1 | -23.8 | -2.3 | -19.4 | 17.9 | 0.2 | -4.0 | 1.0 | 3.3
4 | O=C(CSc1ccc2nnc(-c3cccnc3)n2n1)N1CCOCC1 | -2.4 | -22.3 | 0.6 | 0.8 | 2.1 | 0.0 | -1.8 | 2.5 | 7.5
5 | COc1ccc(OCc2nc(C#N)c(NCCCn3ccnc3)o2)cc1 | -1.5 | -14.9 | 10.5 | 12.2 | -14.7 | 0.8 | -8.4 | 0.6 | 8.5
6 | Cc1cccc(N(CC(=O)Nc2ccccc2F)S(C)(=O)=O)c1 | -5.4 | 5.7 | 1.9 | 16.1 | 9.3 | 0.6 | 4.1 | -1.9 | 0.1
7 | COCCNC(=O)CSc1nc2ccccc2c2nc(C)nn12 | -0.4 | -2.0 | -3.0 | 1.6 | 8.2 | 0.0 | -6.7 | 2.0 | 0.6
8 | Cc1ccc(C(=O)c2ccc(N3CCN(C)CC3)c([N+](=O)[O-])c2)cc1 | 3.0 | -11.3 | 2.8 | 2.0 | -2.3 | -1.7 | -4.8 | -5.3 | 3.9
9 | CCCCOc1ccc(C(=O)N/C(=C/C=C/c2ccccc2)C(=O)O)cc1 | -1.0 | -4.4 | 11.8 | -16.7 | -26.7 | 0.9 | 3.1 | -3.9 | 3.7
10 | CC(=O)Nc1ccc(NC(=O)CN(c2ccc(C(C)C)cc2)S(=O)(=O)c2ccccc2)cc1 | 0.0 | -4.9 | -0.9 | -5.6 | 6.8 | 0.5 | -3.4 | -5.2 | -0.6
11 | Cc1ccc(NC(=O)c2ccco2)c(NC(=O)Cc2cccs2)c1 | 1.4 | -7.9 | 1.2 | -9.0 | 2.0 | 0.9 | -2.5 | 1.2 | 5.4
12 | Fc1ccc(NC(=S)NC2CCN(Cc3ccccc3)CC2)cc1 | -0.8 | -3.5 | -5.2 | 17.2 | 9.3 | -0.8 | -5.0 | 0.5 | 3.9
13 | COc1ccc(C(=O)NCC(=O)NCC2(N(C)C)CCCCC2)cc1OC | -5.4 | -0.3 | -6.8 | -9.6 | 4.9 | 2.2 | 9.2 | 0.6 | 0.2
14 | C/C=C/C(=O)NCCc1ccc(OC)c(OC)c1 | 1.5 | -13.5 | -0.5 | 12.0 | 10.9 | 1.8 | -12.1 | -2.3 | 6.4
15 | CCOC(=O)Cc1csc(CC(N)=O)n1 | -1.8 | -17.0 | . | 10.0 | 16.8 | 1.3 | -8.9 | 5.1 | 2.3
16 | O=C(CNc1ccc2ccccc2c1)N/N=C/c1ccc([N+](=O)[O-])o1 | 7.3 | 1.8 | -11.2 | 18.6 | 0.3 | -1.3 | -7.3 | 9.0 | 9.1
17 | CNC(=S)N1N=C(c2ccc(C)cc2)CC1c1ccc(OC)c(OC)c1 (configuration not stated) | -1.5 | -8.6 | 1.6 | -17.6 | -12.2 | -0.2 | 0.7 | 0.4 | 6.3
18 | CSCCC(NC(=O)c1c(C)oc2c1CCCC2)C(=O)O (configuration not stated) | 0.7 | 14.1 | 3.2 | -33.3 | -24.3 | 1.4 | 3.3 | -0.9 | 7.7
19 | COc1ccc(/C=N/NC(=O)c2ccc(Cl)cc2)cc1COC(C)=O | 2.1 | -11.1 | 5.8 | -3.1 | -6.5 | -0.6 | -9.6 | -7.6 | 7.5
20 | Cc1cc(C(=O)CSc2n[nH]c(N)n2)c(C)n1-c1cccc(F)c1 | -1.6 | -23.6 | 5.5 | -7.8 | -3.9 | -0.3 | -3.5 | 9.0 | 2.5
21 | COc1ccc(-c2nnc(SCC(=O)N/N=C/c3ccccc3C(=O)O)n2-c2ccccc2)cc1 | -2.6 | -28.0 | -5.3 | 16.5 | 1.6 | 3.1 | -1.4 | 0.1 | -3.8
22 | CCOCCCNC(=O)C(NC(=O)c1ccc(NC(C)=O)cc1)c1ccccc1 (configuration not stated) | -2.1 | -15.5 | -5.5 | -6.2 | -8.6 | -2.0 | -2.9 | 0.4 | 2.1
23 | Clc1ccc(-c2noc(/C=C/c3ccccc3)n2)cc1 | 0.5 | 2.9 | . | -4.9 | -6.5 | 0.1 | 1.9 | 2.3 | -3.5
24 | O=C(Nc1ccc(Cl)cc1)N1CCN(c2ccc3nnc(-c4ccc(F)cc4)n3n2)CC1 | -2.2 | -5.9 | -2.9 | -4.6 | 4.9 | 1.5 | -6.3 | -0.2 | 3.5
25 | CC1=C(C#N)CCC(=O)N1Cc1c(F)cccc1Cl | -0.6 | -25.2 | -5.2 | 1.7 | -0.3 | 0.9 | -8.5 | 0.1 | 3.9
26 | COc1cc(/C=N/NC(=O)NC2CCCCC2)cc(OC)c1O | -2.9 | -21.5 | . | 26.2 | 18.7 | 1.4 | -3.9 | 19.7 | 1.3
27 | CCc1nc(C)cn1S(=O)(=O)c1cc([N+](=O)[O-])ccc1Cl | -3.1 | 13.4 | -7.8 | 4.2 | -9.8 | 0.1 | -1.9 | 2.6 | -2.2
28 | COc1ccc(N2CCN(C(=O)Cn3cnc4c(cnn4-c4ccc(C)cc4)c3=O)CC2)cc1 | 4.7 | -5.2 | -1.4 | -6.1 | -7.6 | -1.1 | -10.7 | -13.1 | 2.5
29 | CC1CCN(S(=O)(=O)N2CCC(C(=O)NCc3cccnc3)CC2)CC1 | -4.6 | 5.3 | . | -1.9 | -3.6 | 2.5 | -6.8 | 2.6 | 2.8
30 | Cc1ccc(C(=O)N/C(=C/c2ccco2)C(=O)O)cc1 | -0.6 | -14.7 | -3.7 | -2.2 | 5.4 | 1.7 | -5.2 | 1.2 | 2.3
31 | COc1ccc(N2CCN(CCCNC(=O)C3CCN(S(=O)(=O)N4CCOCC4)CC3)CC2)cc1 | -5.4 | -8.0 | -2.6 | 6.1 | 12.0 | -0.3 | -10.6 | 0.3 | -1.0
32 | CCCCc1nc(Cl)c(C#N)c2c1CCC2 | -1.7 | 0.8 | . | 3.7 | -9.8 | 0.0 | -4.8 | -1.3 | -6.6
33 | COC(=O)c1ccc(Oc2nc(Nc3ccc(C)c(C)c3)nc(N(C)C)n2)cc1 | -1.3 | 10.6 | 15.4 | 5.8 | -13.3 | -3.4 | -10.5 | 0.2 | 6.3
34 | Cc1ncc([N+](=O)[O-])n1CCOC(=O)Nc1ccc(Cl)c(Cl)c1 | -1.6 | 0.1 | -7.3 | 0.9 | -6.2 | 2.0 | -0.6 | 0.6 | 3.0
35 | Cc1c(O)c(S(=O)c2ccccc2)c(=O)n(-c2ccccc2)c1-c1ccccc1 (configuration not stated) | 0.5 | 16.7 | 3.0 | 4.8 | 9.2 | 3.4 | -3.5 | 2.1 | 3.8
36 | Cc1ccc2c(CSc3nnc(C4CC4)n3N)cc(=O)oc2c1C | 2.8 | -1.8 | 2.8 | -3.5 | 13.5 | 0.7 | -7.3 | -1.8 | 0.6
37 | Cc1ccc2c(c1)C(c1ccncc1)=NNC(c1cccnc1)=N2 | -4.2 | -8.4 | 1.1 | 14.2 | -7.0 | -0.1 | -6.4 | 0.6 | 3.5
38 | S=C(NCC1COc2ccccc2O1)Nc1ccccc1 (configuration not stated) | 2.2 | 1.2 | -8.4 | 4.2 | 6.6 | -2.0 | -9.2 | 1.0 | 4.4
39 | OC(COCc1ccccc1)CN1CCN(c2ccccc2F)CC1 (configuration not stated) | 0.8 | -6.8 | 9.0 | -16.6 | -10.9 | 1.9 | -10.6 | -1.5 | -1.1
40 | COc1cc(CN2CCN(Cc3ccc(C)cc3)C(CCO)C2)ccc1O (configuration not stated) | 4.1 | -6.8 | 4.1 | -10.6 | -16.6 | -1.1 | -7.3 | 2.6 | 9.0
41 | COc1ccc(C(=O)NCc2nnc(SCC(=O)Nc3nnc(C)s3)o2)cc1OC | 0.0 | -4.5 | -6.8 | 1.8 | 0.5 | -0.8 | -1.1 | 10.7 | 11.2
42 | COc1cc2c(cc1OC)C(c1ccsc1)CC(=O)N2 (configuration not stated) | 3.4 | -15.7 | 1.7 | 6.9 | -14.3 | -3.4 | -1.4 | 0.7 | 4.6
43 | Cc1ccc(NS(=O)(=O)c2cc([N+](=O)[O-])ccc2N/N=C/c2sc(N3CCOCC3)nc2-c2ccccc2)c(C)c1 | -3.6 | 2.6 | . | 13.9 | 8.3 | -0.7 | -11.7 | -7.1 | -1.4
44 | O=C(Nc1cccc(S(=O)(=O)N2CCCC2)c1)c1ccc2c(c1)OCO2 | 1.8 | -17.8 | 2.3 | -34.3 | 8.2 | 0.9 | -7.6 | 1.3 | 6.1
45 | Cn1c(SC2CCCCC2=O)nnc1-c1ccncc1 (configuration not stated) | 2.1 | 10.5 | 0.8 | -10.8 | 3.5 | -2.4 | -11.1 | -2.1 | 2.9
46 | CCn1c(O)c(C=Nc2ccccc2)sc1=O | -5.0 | -15.3 | -0.3 | 4.1 | -5.1 | 2.3 | -2.5 | 5.8 | -1.1
47 | COc1ccc(N2CCCCn3c2nc2c3c(=O)n(C)c(=O)n2C)cc1 | 1.2 | 5.4 | 4.4 | 7.2 | -8.8 | 1.4 | 2.9 | -15.9 | 1.8

Compound activity deposited in PubChem by several laboratories.
